Bioassay records as filed in PubChem BioAssay.
Vif-A3G inh – blocks the Vif interaction with human APOBEC3G; Potency, µM (doses to about 46.1 µM), for the others: top-dose activity, negative = active, hits mostly inhibitors; Q9HC16; 410,000 tested, 0.076% active; HeLa A3G-eYFP + Vif (tagged APOBEC3G with the HIV-1 protein that degrades it), YFP fluorescence, overnight; AID 602310;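 also: % is scaled to controls: 0 for no effect and ±100 for the full control effect; nearly all actives have a fitted effect of over 60% in size; hits raise eYFP signal because A3G escapes Vif-driven loss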
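HeLa cells stably expressing Vif and C-terminally eYFP-tagged A3G, seeded overnight at 37 deg C, then exposed to compound by pintool overnight at 37 deg C. Rise in yellow fluorescence (Ex 488/Em 500-530, Acumen) marks blocked Vif-driven A3G degradation.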
TrxR1 substrate – rat thioredoxin reductase 1 substrate activity. purified TrxR1 substrate turnover, NADPH consumption readout. 390,000 tested, 0.01% active. AID 588456. Potency, µM (highest dose often 114 µM), for inactives: at the top dose activity change, negative = substrate turnover; also: % is scaled to controls: 0 for no effect and ±100 for the full control effect; nearly all actives have a fitted effect of over 50% in size
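Rat TrxR1, dispensed at 90 nM, was prereduced with 400 uM NADPH (final) for 5 min at ~22 deg C, then incubated with compound 15 min before 400 uM selenite. A first-read NADPH fluorescence drop versus no-compound background flagged substrates.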
Vif-A3F inh – inhibitors of Vif-A3F interaction; 390,000 tested, 0.2% active; AID 602313; Potency, µM (doses to about 46.1 µM), inactives show at the highest dose activity, negative = active; HeLa A3F-eYFP + Vif (tagged APOBEC3F with the HIV-1 protein that degrades it), YFP fluorescence increase; also: % of control where 0% means no effect; nearly all actives have a fitted effect of over 65% in size
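HeLa cells stably expressing Vif plus C-terminally eYFP-tagged A3F were seeded, incubated overnight at 37 deg C, dosed with compound, incubated overnight again at 37 deg C. Yellow fluorescence (Ex 488/Em 500-530) reported blocked Vif-mediated A3F-eYFP degradation.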
rTrxR1 inhibitor – inhibitors of rat thioredoxin reductase 1 | O89049 | recombinant rTrxR1, NADPH fluorescence consumption, selenite substrate | Potency, µM (highest dose often 114 µM), without a hit: at the top dose activity change, negative = inhibition, actives largely listed as inhibitors | 390,000 tested, 1% active | AID 588453; also: % is scaled to controls: 0 for no effect and ±100 for the full control effect; nearly all actives have a fitted effect of over 65% in size
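Rat TrxR1 (90 nM in the dispensed reagent) was pre-reduced with 400 uM NADPH for 5 min at room temperature, then incubated with compound for 15 min. After 400 uM selenite was added, NADPH fluorescence (Ex 340/Em 450 nm) was followed for 8 min.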
RGS4 inhibitor – human RGS4 inhibition; Potency, µM (highest dose often 114 µM), for inactives: at the highest dose activity change, negative = inhibition, actives largely listed as inhibitors; AID 504845; P49798; 390,000 tested, 0.039% active; Transcreener GDP fluorescence polarization, RGS4-accelerated GTP hydrolysis; also: % is scaled to controls: 0 for no effect and ±100 for the full control effect; nearly all actives have a fitted effect of over 75% in size; some results filed as inactive show a strong effect at the top dose
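MLSMR compounds (23 nl, pin-transferred) preincubated 10 min at room temperature with a 500nM (2x) first reagent, then RGS4 at 900nM (2x) plus Transcreener GDP mix added; fluorescence polarization (620/688 nm) read before and after 90 min at 30 °C.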
ALOX12 inh – ALOX12 (human) lipoxygenase inhibition; P18054; purified 12hLO, xylenol orange hydroperoxide absorbance; Potency, µM (top dose mostly 108 µM), without a hit: top-dose activity change, negative = inhibition, most hits filed as inhibitors; 580,000 tested, 1.1% active; AID 1671190; also: % is scaled to controls: 0 for no effect and ±100 for the full control effect
Target sequence (P18054 whole entry, looked up): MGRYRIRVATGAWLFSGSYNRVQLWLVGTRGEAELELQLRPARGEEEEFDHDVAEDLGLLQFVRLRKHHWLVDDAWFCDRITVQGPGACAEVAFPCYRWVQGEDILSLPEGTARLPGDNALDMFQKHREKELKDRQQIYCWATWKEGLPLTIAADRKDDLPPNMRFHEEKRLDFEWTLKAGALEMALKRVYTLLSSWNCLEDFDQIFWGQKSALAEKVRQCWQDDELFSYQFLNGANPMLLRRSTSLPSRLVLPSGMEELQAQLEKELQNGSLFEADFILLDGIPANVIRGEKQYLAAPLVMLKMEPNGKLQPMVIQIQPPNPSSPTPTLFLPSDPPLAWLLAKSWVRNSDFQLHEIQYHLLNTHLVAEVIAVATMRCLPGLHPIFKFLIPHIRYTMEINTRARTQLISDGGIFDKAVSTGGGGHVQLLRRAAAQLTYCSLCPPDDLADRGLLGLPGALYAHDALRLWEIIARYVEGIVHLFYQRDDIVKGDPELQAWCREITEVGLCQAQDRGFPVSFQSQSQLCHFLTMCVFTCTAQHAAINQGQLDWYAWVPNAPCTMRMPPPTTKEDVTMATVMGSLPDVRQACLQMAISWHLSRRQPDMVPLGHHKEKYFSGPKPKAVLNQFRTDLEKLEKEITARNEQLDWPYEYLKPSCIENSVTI
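Hydroperoxide product was detected by ferrous iron/xylenol orange as the 573 to 405 nm absorbance ratio. Arachidonic acid at 40 uM (final) was turned over for 30 min at room temperature by 150 nM human 12hLO, pH 7.0 Hepes buffer, after 15 min compound preincubation.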
IDH1 R132H inh – blocks human mutant IDH1 R132H enzyme; IDH1-R132H enzyme, NADPH consumption, diaphorase/resazurin fluorescence; Potency, µM (highest dose often 76.6 µM), for inactives: at the highest dose activity change, negative = inhibition, most hits filed as inhibitors; 390,000 tested, 0.093% active; AID 602179; also: % is scaled to controls: 0 for no effect and ±100 for the full control effect; nearly all actives have a fitted effect of over 65% in size
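IDH1-R132H (0.5 ug/mL) preincubated 30 min with compound, then NADPH (0.016 mM) and alpha-KG (2 mM) added; 80 min at RT, pH 7.5. Remaining NADPH coupled via diaphorase/resazurin to fluorescence (540/590 nm); concentration-response curves normalized to no-enzyme control.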
USP1-UAF1 inh – blocks the human USP1/UAF1 deubiquitinase complex; O94782; recombinant USP1/UAF1, Ub-Rhodamine cleavage fluorescence; Potency, µM (top dose mostly 57.1 µM), without a hit: at the top dose activity change, negative = inhibition, usual class: inhibitors; 390,000 tested, 0.23% active; AID 743255; also: % is scaled to controls: 0 for no effect and ±100 for the full control effect; nearly all actives have a fitted effect of over 60% in size; inactives centre near -12
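USP1/UAF1 complex at 1 nM was preincubated with compound for 15 min at room temperature, then Ub-Rho substrate (150nM final) was added. Fluorescence (480/540 nm) was read kinetically, 6 reads every 60 seconds.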
RXFP1 agonist – agonists of human relaxin receptor RXFP1; Q9HBX9; HEK293T-RXFP1 cAMP TR-FRET, 30 min; response scale: percent of porcine relaxin response, buffer zero; Potency, µM (titrated, usually from 57.5 µM), for inactives: at the top dose activation, actives largely listed as activators; 370,000 tested, 0.3% active; AID 2676; also: % is scaled to controls: 0 for no effect and ±100 for the full control effect; nearly all actives have a fitted effect of over 60% in size; many of its hits are not listed in these tables
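HEK293 cells stably expressing RXFP1, treated 30 min at 37C with compounds plus PDE4 inhibitor Ro 20174; cAMP measured by HTRF TR-FRET. Normalized to buffer and 29 nM porcine relaxin; EC50 by Hill fit.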
An asterisk follows results filed as active; ? = inconclusive; nt = not tested or not shown; [ ] = another dose, or the depositor's remark. Calls follow the shape of the dose curve; as a rule, active = well fitted curve in the direction sought with a large enough effect; inconclusive = small, poorly fitted or top-dose-only effect, or another doubt; inactive = no such curve, though single readings can be large; an effect the other way counts as inactive or inconclusive. Potency is read from the fitted curve at half-maximal effect. Only part of the results is shown; the hit share may differ from the screen's.

molecule	Vif-A3G inh	TrxR1 substrate	Vif-A3F inh	rTrxR1 inhibitor	RGS4 inhibitor	ALOX12 inh	IDH1 R132H inh	USP1-UAF1 inh	RXFP1 agonist
O=C(CN1C(=O)c2ccccc2C1=O)NCC1COc2ccccc2O1 (stereo not given)	1%	16%	-3%	37%[activator]	-43%	-25%	1%	-7%	3.2%
COc1ccccc1CNC(=O)Cc1csc(NC(=O)Nc2ccccc2OC)n1	-12%	-1%	-21%	2%	-12%	-2%	2%	-27%	0.2%
O=C(c1ccco1)N1CCN(C(=O)c2ccccc2OCc2ccccc2)CC1	1%	6%	7%	-7%[57.1 µM]	-30%	-1%	4%	?	nt
CCN1CCN(c2nc3ccccc3n3cnnc23)CC1	2%	-6%	15%	8%	35%	12%	11%	-11%	10%
CSc1cccc(NC(=O)CN(Cc2ccc(Cl)cc2)S(C)(=O)=O)c1	1%	-8%	-3%	8%	13%	4%	6%	-5%	-0.3%
O=C(COc1ccc(Br)cc1)Nc1ccc(NC(=O)c2ccccc2)cc1	1%	7%	2%	12%	-17%	-3%	7%	-16%	-2.1%
O=C(O)CCC(=O)Nc1nc2ccc([N+](=O)[O-])cc2s1	-9%	-9%	10%	-11%	-3%	-5%	-5%	-23%	1.5%
COc1ccc(C2NC(=S)NC3=C2CCc2ccccc23)cc1OC (stereo not given)	-4%	-6%	15%	11%[57.1 µM]	-44%	?	18%	-7%	1.4%
CCOC(=O)CC1C(=O)NCCN1S(=O)(=O)c1cc(Cl)c(Cl)cc1Cl (stereo not given)	1%	7%[57.1 µM]	-4%	14%	12%[11.4 µM]	0%	-2%	-22%	1.4%
CN(CC(=O)Nc1ccc(Cl)c(C(F)(F)F)c1)C(=O)Cc1cccs1	1%	-1%	1%	22%	-5%	-9%	24%	-14%	-0.3%

Brought forward from above: three compounds; new compounds follow.
molecule	Vif-A3G inh	TrxR1 substrate	Vif-A3F inh	rTrxR1 inhibitor	RGS4 inhibitor	ALOX12 inh	IDH1 R132H inh	USP1-UAF1 inh	RXFP1 agonist
COc1ccc(C2NC(=S)NC3=C2CCc2ccccc23)cc1OC (stereo not given)	-4%	-6%	15%	11%[57.1 µM]	-44%	?	18%	-7%	1.4%
CCOC(=O)CC1C(=O)NCCN1S(=O)(=O)c1cc(Cl)c(Cl)cc1Cl (stereo not given)	1%	7%[57.1 µM]	-4%	14%	12%[11.4 µM]	0%	-2%	-22%	1.4%
CN(CC(=O)Nc1ccc(Cl)c(C(F)(F)F)c1)C(=O)Cc1cccs1	1%	-1%	1%	22%	-5%	-9%	24%	-14%	-0.3%
Cc1ccc(C)c(NC(=O)C2CC(Cl)=CCC2C(=O)O)c1 (stereo not given)	1%	0%	-5%	3%	29%	7%	2%	6%	-1.2%
O=C1c2ccccc2C(Nc2ccc(S(=O)(=O)N3CCOCC3)cc2)N1c1cccnc1 (stereo not given)	-1%	6%[57.1 µM]	-3%	-2%[57.1 µM]	-5%	30%	5%	-8%	0.2%
COc1cccc(OCc2cc(/C=N/NC(=O)c3ccn[nH]3)ccc2OC)c1	?	11%[57.1 µM]	-3%	4%	-8%[11.4 µM]	-16%	3%	-27%	2.0%
Cc1ccc(C(=O)C(C)OC(=O)C2CCN(c3ccc(C(F)(F)F)cn3)CC2)cc1 (stereo not given)	2%	-10%	9%	-4%	5%	-2%	1%	-14%	-0.3%
Cc1cc(Sc2nc(N(C)C)nc(N(C)C)n2)nc(Cl)n1	-1%	4%	-11%	19%	-12%	0%	9%	-23%	2.5%
CC(=O)/C(N=Nc1ccc2c(c1)OCCO2)=C(\C)O	0%	-10%	-1%	10%	30%[56.9 µM]	-16%	-7%	-6%	0.2%
COc1ccc(C2(C(=O)Nc3ccc(C(=O)N4CCOCC4)cc3)CCOCC2)cc1	3%	-7%	-15%	1%	-17%	0%	6%	-7%	0.9%
CCCCNC(=O)C1CC(c2ccc(C(F)(F)F)cc2)=NO1 (stereo not given)	-2%	10%[57.1 µM]	0%	10%	-7%	?	-3%	-3%	-0.9%
Cc1ccc(S(=O)(=O)NCCc2csc(-c3ccc(Cl)cc3)n2)cc1	2%	4%[57.1 µM]	-4%	32%[57.1 µM]	-18%	?	6%	-30%	7.1%
O=C(c1cccc([N+](=O)[O-])c1)N1CCN(C/C=C/c2ccccc2)CC1	-1%	4%	6%	10%[57.1 µM]	-16%	?	-1%	?	-0.5%

A few values from above.
RGS4 inhibitor, Cc1ccc(C)c(NC(=O)C2CC(Cl)=CCC2C(=O)O)c1 (stereo not given) : 29%
TrxR1 substrate, Cc1ccc(C(=O)C(C)OC(=O)C2CCN(c3ccc(C(F)(F)F)cn3)CC2)cc1 (stereo not given) : -10%
Vif-A3G inh, CCOC(=O)CC1C(=O)NCCN1S(=O)(=O)c1cc(Cl)c(Cl)cc1Cl (stereo not given) : 1%
Vif-A3F inh, O=C(c1cccc([N+](=O)[O-])c1)N1CCN(C/C=C/c2ccccc2)CC1 : 6%
IDH1 R132H inh, COc1ccc(C2NC(=S)NC3=C2CCc2ccccc23)cc1OC (stereo not given) : 18%
